SENP8 inh: inhibitors of human SENP8 protease. AID 602440. recombinant SENP8, Nedd8 substrate fluorescence. 360,000 tested, 0.64% active. inhibition, % at 20 µM; in the data active = inhibition mostly above about 40%, no sharp cut-off; inactive = mostly below about 27%
Target sequence (Q96LD8 whole entry, looked up): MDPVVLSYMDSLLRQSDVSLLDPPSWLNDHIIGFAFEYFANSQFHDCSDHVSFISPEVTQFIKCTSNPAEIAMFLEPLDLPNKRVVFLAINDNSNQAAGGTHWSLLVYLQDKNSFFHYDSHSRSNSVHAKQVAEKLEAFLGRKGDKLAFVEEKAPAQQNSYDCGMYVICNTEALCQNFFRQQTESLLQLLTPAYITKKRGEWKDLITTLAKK
SENP1 inh: SENP1 (human) catalytic domain inhibition. AID 624204. inhibition, % at 10 µM. Q9P0U3. recombinant SENP1 catalytic domain, CyPet-SUMO1-YPet FRET cleavage. 360,000 tested, 0.21% active;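 active = inhibition at least 30% at 10 µM, raw YFP signal under a set limit, fluorescence ratio 0.5 to 1.5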;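 note: 0% = enzyme with DMSO and 100% = no enzyme wells; some results filed as inactive read as strong as hits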
Target sequence (Q9P0U3 419-644 limits assumed): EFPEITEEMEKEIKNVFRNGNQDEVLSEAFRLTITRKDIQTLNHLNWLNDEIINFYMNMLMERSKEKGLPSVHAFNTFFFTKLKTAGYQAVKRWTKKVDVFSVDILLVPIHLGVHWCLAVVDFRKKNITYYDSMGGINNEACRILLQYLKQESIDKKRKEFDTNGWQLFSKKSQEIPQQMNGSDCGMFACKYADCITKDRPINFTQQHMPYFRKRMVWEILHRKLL
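Material – human SENP1 catalytic domain · Input – SENP1 enzyme, 20 pM final · Compound dosing – single concentration of 10 µM compound, 0.5% DMSO final · Timing – enzyme reaction for 50 min at room temperature, dark · Measured by – FRET fluorescence in CFP and YFP emission channels · Control set – no-enzyme wells low, DMSO-plus-enzyme wells high control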
* = called active by the depositor. An excerpt; count on the stated rates, not on these rows.

SMILES	SENP8 inh	SENP1 inh
COC(=O)[C@]12CCCCC=C1N(Cc1ccc3c(c1)OCO3)C(=O)[C@H](CC(=O)NCCC(C)C)C2	24	2
CCCCCCSc1ccc(-c2nc3cnccn3c2NC2CCCCC2)cc1	-445	-20
Cc1cc(-c2nnn(CCCOC(C)(C)C)c2C)ccc1-c1cn(CCCOC(C)(C)C)nn1	-18	1
O=C(CCn1c(=O)c2ccccc2n(Cc2ccccc2)c1=O)NCc1ccc2c(c1)OCO2	15	2
COc1ccc(C=CC(=O)c2ccc(OCc3ccccc3)c(OC)c2)cc1OC	-471	-33
CC(C)COC(=O)N(C)C[C@@H]1OCc2cnnn2CCCC(=O)N([C@H](C)CO)C[C@@H]1C	0	1
Cc1ccc(SC2=C[C@@]3(O)CC[C@@H](O)[C@@](Sc4ccc(C)cc4)(C2=O)[C@H]3O)cc1	15	0
CCCCCCNC(=O)O[C@H]1C[C@H](C(=O)OC)[C@H](C(=O)OC)C2CN(S(=O)(=O)c3ccc(C)cc3)C[C@@]21O (some centres not stated)	16	2
Clc1ccc(-c2ccnc3nc(N4CCOCC4)nn23)c(Cl)c1	-204	-1
CN(C)CCN1CCN(C2CN(Cc3cn(Cc4cccc(Cl)c4)nn3)S(=O)(=O)C2)CC1 (configuration not stated)	18	0
Cc1ccc(-c2ccc(CN3C(C(C)C)C(=O)N(Cc4cn(CC5CCCCC5)nn4)CCS3(=O)=O)cc2)cc1 (configuration not stated)	3	1
N#CC1=C2CCCCC2(O)NC1=O (configuration not stated)	11	1
CCCCn1nnnc1C(c1cc2ccccc2o1)N1CCN(C/C=C/c2ccccc2)CC1 (configuration not stated)	19	-1
CC1=C(C(=O)OC(C)C)C(c2ccc(Cl)cc2)n2c(sc(=Cc3ccc(OCC(=O)O)cc3)c2=O)=N1 (configuration not stated)	-61	-31
CC(C)(C)S(=O)N1Cc2cc(CO)ccc2[C@@H]1CCO (some centres not stated)	-2	0
CC(=O)Nc1cccc(-c2ccnc3c2CC(C)(C(=O)NCc2ccccc2)O3)c1 (configuration not stated)	5	-1
COc1cc(S(=O)(=O)N2CCN(C(=O)c3cccs3)CC2)ccc1NC(C)=O	22	3
O=C(C[C@H]1CC[C@@H]2[C@H](COC[C@@H](O)CN2C(=O)C2CC2)O1)NCc1ccccc1Cl	16	6
CCCCCCCCN1C(=O)[C@H](CC(=O)N2CCSCC2)C[C@@]2(C(=O)OCC)CCCC=C12	25	2
COC1=CC(=O)OC(c2cccc(C#N)c2)C1 (configuration not stated)	17	2
CC1(C(=O)NS(=O)(=O)c2cccc(C#N)c2)CCN1C(=O)C1CCCCC1 (configuration not stated)	6	1
O=C(O)C(Cc1ccccc1N(CCO)CCO)N1C(=O)c2ccccc2C1=O (configuration not stated)	-14	3
CCC(c1nnnn1-c1ccc2c(c1)OCCO2)N1CCN(c2ccc(C(F)(F)F)cn2)CC1 (configuration not stated)	-6	0
Nc1ccc2c(c1)C(=NO)c1cc([N+](=O)[O-])ccc1-2	34	83*
COc1ccc(Cl)cc1S(=O)(=O)N1CCN(C(=O)c2cc(OC)c(OC)c(OC)c2)CC1	4	2
CC(C)N1C(=O)c2ccccc2NC(=O)C1C(=O)NC1CC1 (configuration not stated)	20	1
CC1(C)CC(N=c2cc(-c3ccccc3)oc3ccc(Cl)cc23)CC(C)(C)N1	-15	1
C[C@H](CO)N1C[C@H](C)[C@@H](CN(C)C(=O)c2ccc3ccn(C)c3c2)OCc2cn(nn2)CCCC1=O	-10	1
C[C@H]1CN([C@@H](C)CO)C(=O)CCCn2nncc2CO[C@H]1CN(C)S(=O)(=O)c1ccccc1F	14	2
COc1ccc(-c2cn3c(C)c(C(=O)N4CCN(c5ccccc5)CC4)sc3n2)cc1	8	2
O=c1[nH]c2cc(Cl)cc([N+](=O)[O-])c2c2ccc(Cl)cc12	12	-2
O=[N+]([O-])c1cccc2[nH]ncc12	15	2
O=C1CCC/C1=c1\s/c(=C/c2cccnc2)c(=O)n1-c1ccccc1	-9	-21
CC(C)[C@@H]1Cc2[nH]c(=S)[nH]c(=O)c2[C@H](C)O1	10	1
CC1(C(=O)Nc2ccc3c(c2)OCO3)CCN1C(=O)C1(c2ccc(Cl)cc2)CC1 (configuration not stated)	16	2
Cc1cc(C)c2c(n1)nn1c(-n3ccnc3)cc(C)nc21	-301	-52
CCOc1cc(C(=O)N/N=C/c2cn(-c3ccccc3)nc2-c2cc3ccccc3o2)cc(OCC)c1OCC	-457	-3
COc1ccc2c(c1OC)C(=O)N1C2SC[C@H]1C(=O)NC1CC(C)(C)NC(C)(C)C1 (some centres not stated)	-189	-28
CSc1ccc(CNC(=O)C2(C)CCCN2CC(C)C)cc1 (configuration not stated)	9	-11
CCOC(=O)C1=C[C@@H](C(C)(C)C)N(S(=O)(=O)c2ccc(C)cc2)[C@H]1c1ccc(F)cc1	10	3
Cc1ccccc1-c1cnc(C(O)c2ccc(Cl)cc2C)[nH]1 (configuration not stated)	16	-2
O=C(NC1CC1)c1cccc(NC(=O)C2CCN(S(=O)(=O)c3ccccc3C(F)(F)F)CC2)c1	0	0
COc1ccc(C2=Nc3ccccc3NC(=O)C2N(CCCn2ccnc2)C(=O)c2cccc(S(C)(=O)=O)c2)cc1 (configuration not stated)	4	-5
O=C1NC(=O)N(c2ccc(Cl)cc2)C(=O)/C1=C/c1ccc2c(c1)CCN2Cc1ccccc1Cl	24	0
C[C@H]1CN([C@@H](C)CO)S(=O)(=O)c2ccc(-c3ccccc3)cc2O[C@H]1CN(C)C(=O)C1CCC1	1	2
COCCNc1nc(Nc2ccc(C)cc2C)c2sc(-c3ccccc3)cc2n1	-242	-4
COc1ccccc1CNc1nc(NCc2ccc3occc3c2)c2sccc2n1	-48	2
CCOC(=O)C1(C)CCN1C(=O)c1ccccc1C(F)(F)F (configuration not stated)	11	0
Nc1ccc(S(=O)(=O)c2ccc(NC(=O)c3cccnc3)cc2)cc1	27	1
O=C(Nc1ccc(N2CCCC2)c(Cl)c1)c1ccccc1F	-26	1
COc1cc(Cl)ccc1OC1(C)CCN(Cc2ccccc2OC(F)F)C1 (configuration not stated)	16	1
Cc1c(-c2ccccc2)n(O)[n+]([O-])c1-c1ccccc1	10	2
Cn1c(=O)c(-c2ccccc2)cc2ccccc21	-464	3
Cc1cc(C)c2c(c1C)C(=O)CCC2	13	1
Cc1cccc(C)c1-n1nnnc1C1(C)CCC(=O)N1c1ccc(N2CCOCC2)cc1 (configuration not stated)	31	0
Cn1cc(Cc2ccc(C(=O)NC34CC5CC(CC(C5)C3)C4)cn2)c2ccccc21	-11	-4
O=C(c1cccc(Cl)c1)N1CCC2CC1c1cc(N3CCOCC3)ccc12 (configuration not stated)	6	-1
CCOC(=O)C1(C)CCCN(C(=O)Cc2ccc3ccccc3c2)C1 (configuration not stated)	11	2
C[C@H](O)[C@@H]1CN2CCc3c([nH]c4ccccc34)[C@@H]2C[C@@H]1N(C)C(=O)Nc1cc(Cl)cc(Cl)c1	-217	-28
CCN(CC)CC(=O)NC1CCCc2c1cnn2-c1cc(F)cc(F)c1 (configuration not stated)	16	1

Continued.
SMILES	SENP8 inh	SENP1 inh
COc1ccc(NS(=O)(=O)c2cccc(C(=O)N/N=C/c3c(F)c(F)c(F)c(F)c3F)c2)cc1	-33	0
CC(OC(=O)C1=COCCO1)C(=O)NC1CCCC(C)C1C (configuration not stated)	18	2
CC(C)(C)c1ccc(C(=O)C2CC2)cc1	8	0
COCCNC(=O)C1CCCN(C(=O)c2ccc(SC(F)(F)F)cc2)CC1 (configuration not stated)	14	2
N#Cc1cc2cc3c(cc2nc1Cl)OCCO3	-182	-23
Cc1ccc(NC(=S)NNc2ccc([N+](=O)[O-])cc2S(=O)(=O)Nc2ccccc2C(=O)O)cc1C	34	-2
CC(C)COC(=O)N1CCCCC1c1cc(C(=O)NC(C)C)no1 (configuration not stated)	20	5
Fc1cccc(Cc2c(-c3cccc(Br)c3)nc3ccc(Cl)cn23)c1	-115	16
Cn1c(=O)c2ncn(C)c2n(C)c1=O	10	2
Nc1ncncc1-c1ccc(F)cc1	22	2
CCc1ccc(C(O)c2ncc(-c3ccccc3Cl)[nH]2)cc1 (configuration not stated)	11	-2
Cc1ccc(Cc2c(-c3cccc(Cl)c3)nc3c4ccccc4ccn23)cc1	-261	-4
CCOC1=C2[C@@H](CN(S(=O)(=O)c3ccc(C)cc3)[C@H]2c2ccccc2F)[C@H]2C(=O)NC(=O)[C@H]2C1	-8	14
CCOc1cc(N2CCOCC2)c(OCC)cc1NS(=O)(=O)c1ccc2c(c1)CC(=O)N2	6	0
Cc1[nH]c(=O)n(C(C)C)c(=O)c1Br	9	-2
O=C1NC(c2ccc3ccccc3c2)Nc2ccccc21 (configuration not stated)	-458	2
CN1OC[C@@H]2CN(C(=S)NCCc3ccccc3)[C@H](c3ccc(-n4ccnc4)cc3)C[C@@H]21	13	-1
C[C@H]1CN([C@@H](C)CO)S(=O)(=O)c2ccc(C#CC3(O)CCCC3)cc2O[C@@H]1CN(C)C(=O)Cc1cccnc1	-2	0
O=c1[nH]c(=S)[nH]cc1Oc1ccc(Br)cc1Br	11	2
CC(C)c1ccc(NC(=O)Nc2nc(C(N)c3ccccc3)cs2)cc1 (configuration not stated)	3	4
O=C(Nc1cccc(Br)c1)C1CC(=O)N(C2CCCC2)C1 (configuration not stated)	16	1
C=CCC[C@H](CCCCC)OC(=O)/C=C/[C@@H](O)[C@H](O)C[C@@H](O)CC=C	15	1
COc1ccc(Cn2cc(CN3CC(N4CCCCC4)CS3(=O)=O)nn2)cc1 (configuration not stated)	11	2
COC(=O)Cn1c(CN2CCN(c3ccccc3F)CC2)nc2c1c(=O)n(C)c(=O)n2C	15	0
CCS(=O)(=O)N1Cc2cc(C(=O)NCCOC)nc(-c3cccc(-c4ccncc4)c3)c2[C@H]1CCO	6	1
Cn1c(-c2ccccc2)cc(=NNS(C)(=O)=O)c2cc(S(=O)(=O)O)ccc21	24	5
CCCCCCN1C[C@@H](n2cc(C3CC3)nn2)[C@H](O)C[C@@H]1c1ccc(Cl)cc1	6	2
O=C(NN=Cc1cccc(O)c1O)c1ccccc1	14	7
CC(C)c1ccc(CN2CCC2(C)C(=O)Nc2cccc(Oc3ccccc3)c2)cc1 (configuration not stated)	5	2
OCCCNc1nc(-c2ccc(Cl)cc2)nnc1-c1ccc(Br)cc1	21	-1

Sorted by molar mass (rising): some entries from above
SMILES	SENP8 inh	SENP1 inh
Cc1[nH]c(=O)n(C(C)C)c(=O)c1Br	9	-2
O=C(NN=Cc1cccc(O)c1O)c1ccccc1	14	7
O=C1NC(c2ccc3ccccc3c2)Nc2ccccc21 (configuration not stated)	-458	2
O=C(Nc1cccc(Br)c1)C1CC(=O)N(C2CCCC2)C1 (configuration not stated)	16	1
O=c1[nH]c(=S)[nH]cc1Oc1ccc(Br)cc1Br	11	2
CCCCCCN1C[C@@H](n2cc(C3CC3)nn2)[C@H](O)C[C@@H]1c1ccc(Cl)cc1	6	2
COc1ccc(Cn2cc(CN3CC(N4CCCCC4)CS3(=O)=O)nn2)cc1 (configuration not stated)	11	2
Cn1c(-c2ccccc2)cc(=NNS(C)(=O)=O)c2cc(S(=O)(=O)O)ccc21	24	5
CC(C)c1ccc(CN2CCC2(C)C(=O)Nc2cccc(Oc3ccccc3)c2)cc1 (configuration not stated)	5	2
OCCCNc1nc(-c2ccc(Cl)cc2)nnc1-c1ccc(Br)cc1	21	-1
COC(=O)Cn1c(CN2CCN(c3ccccc3F)CC2)nc2c1c(=O)n(C)c(=O)n2C	15	0
CN1OC[C@@H]2CN(C(=S)NCCc3ccccc3)[C@H](c3ccc(-n4ccnc4)cc3)C[C@@H]21	13	-1
CCOc1cc(N2CCOCC2)c(OCC)cc1NS(=O)(=O)c1ccc2c(c1)CC(=O)N2	6	0
CCOC1=C2[C@@H](CN(S(=O)(=O)c3ccc(C)cc3)[C@H]2c2ccccc2F)[C@H]2C(=O)NC(=O)[C@H]2C1	-8	14
CCS(=O)(=O)N1Cc2cc(C(=O)NCCOC)nc(-c3cccc(-c4ccncc4)c3)c2[C@H]1CCO	6	1
C[C@H]1CN([C@@H](C)CO)S(=O)(=O)c2ccc(C#CC3(O)CCCC3)cc2O[C@@H]1CN(C)C(=O)Cc1cccnc1	-2	0

(next part)
SMILES	SENP8 inh	SENP1 inh
CCCCc1c(-c2ccccc2OC)ncn1CCc1cccc(Cl)c1	-2	-1
Cc1cn([C@H]2C[C@H](O)[C@@H](CCC(=O)NCc3ccccc3)O2)c(=O)[nH]c1=O	7	2
Cc1oc(-c2ccccc2)nc1C(=O)OCC(=O)NCc1ccc(F)cc1	4	-3
Cc1cc(C(=O)CSc2nnc(Nc3ccccc3F)s2)c(C)n1CC1CCCO1 (configuration not stated)	18	-1
COCCN1C(=O)CCC1(C)C(=O)NC1CCCC1 (configuration not stated)	17	1
Cc1cc(C)n(-c2ccc(C(=O)N3CCN(S(=O)(=O)c4ccc(OC(F)(F)F)cc4)CC3)cc2)n1	6	2
O=C(O)c1cc(S(=O)(=O)N2CCCc3ccccc32)ccc1Cl	0	1
CCOC(=O)[C@]12CCCC=C1N(Cc1cccc3ccccc13)C(=O)[C@H](CC(=O)NCc1cccs1)C2	10	4
CC(C)(C)c1cc(CNC(=O)C2CCC(=O)N(Cc3ccccc3F)C2)[nH]n1 (configuration not stated)	6	0

Assay outcomes deposited in PubChem BioAssay by Sanford-Burnham Center for Chemical Genomics.
